Bioassay records (PubChem BioAssay)
PAFAH2 FP inh: inhibitors of human PAFAH2. Q99487. recombinant PAFAH2, FP-rhodamine activity probe, fluorescence polarization. inhibition, % at 3.39 µM. 340,000 tested, 0.99% active. AID 492956;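 active means inhibition above the mean over all tested compounds plus 3 SD, cut at about 30% in these data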;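 further: inhibitors block probe labeling of enzyme so polarization drops; 0% = enzyme with DMSO and 100% = wells lacking PAFAH2 protein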
Starred values were filed as active, the others as inactive. The list is partial; the hit share may differ from the screen's.

SMILES	PAFAH2 FP inh
Cc1cc(NC(=O)NC(=O)c2ccccc2NC(=O)CN)ccc1Oc1ncc(Br)cn1	-1
COc1ccc(-n2c(=O)[nH]c3cc(C(=O)NCCc4ccc(OC)c(OC)c4)ccc3c2=O)c(OC)c1	4
Cc1cc(=O)oc2cc(O)cc(O)c12	6
COc1ccc(C2C(=O)NN=C2C)cc1 (stereo unspecified)	3
C(#Cc1ccccc1)C[N+]1(CC#Cc2cccc3ccccc23)CCOCC1	9
O=C(NCCc1cccc(Cl)c1)c1ccc(OC2CCN(Cc3ccccn3)CC2)cc1	4
CN1C(=O)N(CC(=O)N2CCN(S(=O)(=O)c3ccc4c(c3)CCC4)CC2)C(=O)C12CCCCC2	1
CCN(N=O)c1ccc(C=C2C=Cc3ccccc32)cc1	2
O=C(OCN1C(=O)c2ccccc2C1=O)c1cc(S(=O)(=O)N2CCOCC2)ccc1F	1
C1CCN2C[C@@H]3C[C@@H](CN4CCCC[C@@H]34)[C@H]2C1	0
Cc1onc(-c2ccccc2)c1C(=O)NCc1ccc(Cl)cc1	-8
CCC(C)NCCOc1ccc(C)cc1[N+](=O)[O-] (stereo unspecified)	5
O=C(O)c1ccccc1C=NN=C1c2ccccc2-c2ccccc21	8
O=C1C2CCCCN2C(=O)N1CCN1CCN(c2cccc(Cl)c2)CC1 (stereo unspecified)	0
CC(=O)c1ccc(NC(=O)CN2C(=O)/C(=C/C(C)=C/c3ccccc3)SC2=S)cc1	-71
CCCCN1C=C(C(=O)c2ccccc2)C(=O)CC1	1
Cc1ccc(NC(=S)N2CCN(S(=O)(=O)c3ccc(F)cc3)CC2)cc1	1
CC1CCCC(C)N1S(=O)(=O)c1ccc(NC(=O)CCN2C(=O)C3CC=CCC3C2=O)cc1 (stereo unspecified)	10
O=C1C[C@@H]2c3c(cccc3CN1Cc1ccccc1Br)C[C@@H](O)[C@H]2O	6
COc1ccc(N=Nc2c(N)nn(C)c2N)cc1	4
CC(CN1CCC(n2nccc2NC(=O)CCCc2ccccc2)CC1)c1ccccc1 (stereo unspecified)	6
CCN1C[C@@H]2[C@@H]3C(=O)N(C)C(=O)[C@@H]3[C@](Cc3ccccc3)(C1=O)N2C(=O)c1ccc(C)cc1	-6
CC(=O)c1cc(C)c(OC(=O)c2ccccc2)c(C)c1	3
O=C(NCC1CCCO1)c1ccccc1NS(=O)(=O)c1ccc(Br)s1 (stereo unspecified)	0
COc1ccccc1Nc1ncnc2c1c(C)c(C)n2CCO	-3
COc1ccc(NS(=O)(=O)c2cc(NC(=O)CCc3ccc(OC)c(OC)c3)ccc2N2CCOCC2)cc1	6
O=C(CSc1nc(NS(=O)(=O)c2ccccc2)cc(=O)[nH]1)Nc1cccc(C(F)(F)F)c1	-37
CC(C)n1ncc2c(C(=O)NCc3cccnc3)cc(C3CC3)nc21	1
CC(C)CC1NC(=O)N(CC(=O)Nc2ccc(OCc3ccccc3)cc2)C1=O (stereo unspecified)	-7
CCOC(=O)C1=CN(C(C)C)CCC1=O	11

Molecules listed so far that contain an aryl methoxy group, in the order listed:
SMILES	PAFAH2 FP inh
COc1ccc(-n2c(=O)[nH]c3cc(C(=O)NCCc4ccc(OC)c(OC)c4)ccc3c2=O)c(OC)c1	4
COc1ccc(C2C(=O)NN=C2C)cc1 (stereo unspecified)	3
COc1ccc(N=Nc2c(N)nn(C)c2N)cc1	4
COc1ccccc1Nc1ncnc2c1c(C)c(C)n2CCO	-3
COc1ccc(NS(=O)(=O)c2cc(NC(=O)CCc3ccc(OC)c(OC)c3)ccc2N2CCOCC2)cc1	6

(continued)
SMILES	PAFAH2 FP inh
C[n+]1ccc(/C=C/c2c[nH]c3ccc(F)cc23)cc1	-8
CC(C)(C)c1ccc(Cn2nnc3c(=O)[nH]c(C4CCN(C(=O)c5ccco5)CC4)nc32)cc1	-3
COCCn1c(SCC(=O)NC2CCCC2)nc2ccccc2c1=O	-3
COc1ccc(S(=O)(=O)N2CCCCC2)cc1NC(=O)CCc1cc(OC)c(OC)c(OC)c1	9
Cc1ccc(C(=O)NCC(=O)NCC(c2ccco2)N2CCCCC2)cc1C (stereo unspecified)	-2
Cn1c(COc2ccccc2)nnc1SCC(=O)Nc1nnc(C2CC2)s1	-1
O=C(C=Cc1cccc(Cl)c1)c1ccccc1	2
COc1ccc(/C=N/NC(=O)c2cccc(C(=O)N/N=C/c3ccc(OC)c(OC)c3)n2)cc1OC	-6
Cc1ccc(CNC(=O)c2ccc(S(=O)(=O)N3CCCCC3)cc2)cc1	-4
CC1(C2CCCC2)NC(=O)NC1=O (stereo unspecified)	-3
CC(=O)NCc1ccc(S(=O)(=O)N2CCN(S(=O)(=O)c3ccc4ccccc4c3)CC2)cc1	-13
Nc1cc(Cl)ccc1Nc1ccncc1	6
COc1ccc(CNC(=O)CN2CCC(NC(=O)c3cccc(OC)c3)CC2)cc1	-4
C/C(=N\NC(=O)c1cc(-c2ccc(C)s2)nc2ccccc12)c1cccnc1	-4
C1CCN(CC2CCCCN2)CC1 (stereo unspecified)	-4
C(=NOCCc1ccccc1)c1cccnc1	1
FC(F)(F)c1cccc(-c2nc(-c3ccncc3)no2)c1	1
Nc1nc2ccc(Cl)cc2o1	4
O=S1(=O)c2c(F)cccc2OC(COCc2ccccc2)CN1C1CCCC1 (stereo unspecified)	3
CCc1ccc2[nH]c(C(=O)Nc3ccc(Br)c(C)n3)cc2c1	1
N#Cc1c(Nc2ccccc2)[n+]([O-])c2ccc(Cl)cc2[n+]1[O-]	0
Cc1cc(CNC(=O)COc2ccccc2)c2ccccc2n1	5
CN(C(=O)c1cccc(NC(=O)Cc2ccc(NC(=O)C3CCN(S(=O)(=O)c4cccc([N+](=O)[O-])c4)CC3)cc2)c1)C1CCCCC1	-15
Nc1ccc2c(O)cc(S(=O)(=O)O)cc2c1	54*
CCOc1ccccc1CN1CCN(Cc2ccc3cccc(OC)c3n2)CC1CCO (stereo unspecified)	3
Cc1ccccc1Oc1ccc2c(c1)[C@@H]1C[C@H](N(C)C(=O)NC3CCCCC3)[C@H]([C@H](C)O)C(=O)N1CC2	5
O=C(O)C(=O)Nc1ccc(NC(=O)C(c2ccccc2)c2ccccc2)cc1	9
O=C(CCN1CCC2CCC(C2)C1)c1ccccc1 (stereo unspecified)	2
O=S(=O)(SC1=NCCN1)c1ccccc1	7
COc1ccc(S(=O)(=O)NCCC(=O)OCc2cc(=O)oc3cc(C)ccc23)cc1[N+](=O)[O-]	6

Quoted from the listing:
Value of `CCC(C)NCCOc1ccc(C)cc1[N+](=O)[O-]` (stereo unspecified) in PAFAH2 FP inh: 5
Value of `CN(C(=O)c1cccc(NC(=O)Cc2ccc(NC(=O)C3CCN(S(=O)(=O)c4cccc([N+](=O)[O-])c4)CC3)cc2)c1)C1CCCCC1` in PAFAH2 FP inh: -15
Value of `COc1ccc(NS(=O)(=O)c2cc(NC(=O)CCc3ccc(OC)c(OC)c3)ccc2N2CCOCC2)cc1` in PAFAH2 FP inh: 6
Value of `COCCn1c(SCC(=O)NC2CCCC2)nc2ccccc2c1=O` in PAFAH2 FP inh: -3

Printed as active in PAFAH2 FP inh, among the entries above:
SMILES	PAFAH2 FP inh
Nc1ccc2c(O)cc(S(=O)(=O)O)cc2c1	54*

(cont.)
SMILES	PAFAH2 FP inh
C[C@H](CO)N1C[C@H](C)[C@@H](CN(C)S(=O)(=O)c2ccccc2)Oc2c(NC(=O)C3CC3)cccc2C1=O	0
Cc1ccccc1N(C(=O)CCC(=O)Nc1ccccn1)C(C(=O)NC(C)C)c1ccc(O)cc1 (stereo unspecified)	-1
O=C1NN(c2ccc(Cl)cc2)C(=O)/C1=C\c1ccc(-c2cccc(C(=O)O)c2)o1	36*
COC(CNC(=O)CCCn1nnnc1CN1CCOCC1)c1cccs1 (stereo unspecified)	-2
COc1ccc(NC(=O)C2CCN(C(=O)C3CC(=O)N(c4ccc(C)cc4)C3)CC2)cc1 (stereo unspecified)	-10
O=C(COC(=O)c1ccccc1Cl)NC1CCCCCCC1	69*
Cc1ccc(CN2CCC(N3CC(C)OC(C)C3)CC2)cc1 (stereo unspecified)	-3
OC(CNC1CCCC1)COc1ccccc1Br (stereo unspecified)	-86
COC(=O)C1(C(=O)OC)C(C(=O)c2ccccc2)C1c1ccccc1 (stereo unspecified)	0
O=C(NCCCOC(=O)c1ccccc1)c1ccccc1	-2
COc1cc(C(=O)N/N=C/c2ccc(OC(=O)c3ccccc3)c(OC)c2)ccc1O	-13
CN(CCc1ccccc1)C(=O)c1cccc(NC(=O)Cc2cccc(NC(=O)C3CCN(C(=O)C4CC4)CC3)c2)c1	-10
O=c1c(-c2ccccc2)nnc2sc(COc3ccc(Br)cc3)nn12	1
O=[N+]([O-])c1ccccc1N=NNc1ccccc1	1
COc1ccccc1NS(=O)(=O)c1cccc(NC(=O)C(C)NC(=O)c2ccco2)c1 (stereo unspecified)	-3
CC1(C)CCC(=O)N2CC[C@H]3c4cc5ccccc5nc4C[C@@H]1[C@H]32	-3
Cc1ccc(S(=O)(=O)/N=C(\N)c2ccc(Cl)cc2)cc1	-10
Cc1onc(-c2ccccc2)c1C(=O)OCC(=O)Nc1ccccc1	9
CCOC(=O)N1CCN(CC(=O)NC(=O)Nc2ccc3c(c2)OCCO3)CC1	-3
CCC(c1ccc(O)c(O)c1)C(CC)c1ccc(O)c(O)c1 (stereo unspecified)	-2
CN(Cc1ccccc1)C(=O)c1cccc(NC(=O)Cc2ccc(NC(=O)C3CCN(C(=O)CCc4ccccc4)CC3)cc2)c1	-4
CCCC(c1nnnn1C(C)(C)CC)N(Cc1ccco1)Cc1cc2ccc(OC)cc2[nH]c1=O (stereo unspecified)	0
CN(C)c1ccc(N=Nc2ccccc2C(=O)OCC(=O)Nc2ccccc2C(F)(F)F)cc1	-4
COc1ccccc1C=NN=C1c2ccccc2-c2ccccc21	-8
c1coc(-c2nc3ccccc3s2)c1	2
Cc1ccc(S(=O)(=O)N(C)c2ccc(OC(C)C(=O)N(C)c3ccccc3)cc2)cc1 (stereo unspecified)	2
CC12CCC=CC1=C(C=O)C1C2CCC2(C)C(O)CCC12 (stereo unspecified)	1
Cc1ccc(NS(=O)(=O)c2cc(C(=O)Nc3cccnc3)ccc2C)cc1	-1
COc1cccc(C(=O)Nc2sc3c(c2C(=O)O)CCCC3)c1	9
O=C(Cn1cc(COc2ccccc2[N+](=O)[O-])nn1)c1ccc(O)cc1	-7
COC(=O)c1cc([N+](=O)[O-])c(-n2cncn2)c([N+](=O)[O-])c1	-1
Cc1noc(C)c1COc1ccccc1C(=O)NCCOc1ccccc1	5
COC(=O)C=C1CCC2C3CC(F)C4(O)CC(=O)CCC4(C)C3C(=O)CC12C (stereo unspecified)	7
Cc1cc(C)c2c(n1)nn1c(NCCCN3CCOCC3)cc(C)nc21	7
Cc1ccc(S(=O)(=O)N(CC(=O)NCc2ccccc2)C(=O)N2CCN(C)CC2)cc1	8
Cc1ccccc1NP1(=O)OCCCN1Cc1ccccc1Cl (stereo unspecified)	-3
O=C(CCNS(=O)(=O)c1ccccc1C(F)(F)F)NC1CCCCCC1	0
Cc1ccc(C(=O)COC(=O)CN2C(=O)C3C4CCC(C4)C3C2=O)cc1C (stereo unspecified)	4
Cc1ccc(S(=O)(=O)Oc2cccc([N+](=O)[O-])c2)cc1	1
CN(C)S(=O)(=O)c1cccc(NC(=O)c2cccc(N3C(=O)CCC3=O)c2)c1	1
Cc1nn2c(N3CCOCC3)cc(C(C)(C)C)nc2c1-c1ccc(Cl)cc1	-10
O=C1C=C(Nc2cccnc2)c2ccccc2C1=O	8
CN1CCN(CCCNc2c(C=O)c(=O)[nH]c3ccccc23)CC1	-5
CCOC(=O)c1c(NC(=O)COC(=O)CCNS(=O)(=O)c2ccccc2)sc(C(=O)N(C)C)c1C	-1
CN1C[C@@H]2[C@@H]3C(=O)N(C)C(=O)[C@@H]3[C@](Cc3ccccc3)(C1=O)N2C(=O)c1ccccc1	0

Six records picked at random from the list so far:
SMILES	PAFAH2 FP inh
O=C(CSc1nc(NS(=O)(=O)c2ccccc2)cc(=O)[nH]1)Nc1cccc(C(F)(F)F)c1	-37
CCC(C)NCCOc1ccc(C)cc1[N+](=O)[O-] (stereo unspecified)	5
CN1C[C@@H]2[C@@H]3C(=O)N(C)C(=O)[C@@H]3[C@](Cc3ccccc3)(C1=O)N2C(=O)c1ccccc1	0
C/C(=N\NC(=O)c1cc(-c2ccc(C)s2)nc2ccccc12)c1cccnc1	-4
Cc1ccc(NS(=O)(=O)c2cc(C(=O)Nc3cccnc3)ccc2C)cc1	-1
O=[N+]([O-])c1ccccc1N=NNc1ccccc1	1

More structures.
SMILES	PAFAH2 FP inh
COc1cc(NC(=O)c2ncn[nH]2)cc(OC)c1OC	4
Cc1cc(C)c(-c2c(N)cc(Br)cc2Br)c(N)c1	4
CC1CN(C(=O)[C@@H]2CCCN2S(=O)(=O)c2ccc(Cl)cc2)CC(C)O1 (stereo partly specified)	8
CC(=O)N1CCc2c(sc(NC(=O)c3ccc([N+](=O)[O-])o3)c2C#N)C1	12
C[C@H](NC(=O)COc1ccccc1)C(=O)OCC(=O)c1cc2ccccc2o1	3
COCc1cc(S(=O)c2ccc(Cl)cc2)nc(C)n1 (stereo unspecified)	12
Cc1nc(NC(=O)c2cnccn2)ccc1Br	6
Cc1ccc(NC(=O)Cc2cccs2)cc1Cl	2
O=C(OCC1CCNCC1)c1ccc2c(c1)OCO2	-1
CCC(=O)N1CCc2cc(Br)c(S(=O)(=O)CCC(=O)NCCOC)cc21	7
COc1ccc(CCNC(=O)c2ccc(NC(=O)CC3SC(N4CCCCC4)=NC3=O)cc2)cc1 (stereo unspecified)	-1
C=CCN1[C@@H](Cc2ccccc2)COCCS1(=O)=O	-1
Cc1cc(C(=O)CCl)c(C)n1-c1ccon1	6
Cc1ccccc1C(=O)OCC(=O)NCC1COc2ccccc2O1 (stereo unspecified)	12
O=C1/C(=C/c2ccccc2)CCc2ccc(Cl)nc21	3
CC(C)C[C@@H](CN1CCCC1CN1C(=S)NC[C@@H]1Cc1ccc(O)cc1)N1C[C@H](Cc2ccc(O)cc2)N(CCc2ccccc2)C1=S (stereo partly specified)	8
